# BoNT F protease: BoNT F light chain protease inhibition; Multiplex microsphere protease cleavage assay, flow cytometry; inhibition, % at 10 µM; hit rate 0.22% among 360,000; AID 588497; in the data active = inhibition above about 35%, passing the limit was not always enough; inconclusive = no clear call, values can overlap the other calls; note: plate controls were buffer without enzyme for full effect and enzyme alone for no effect
# BoNT A protease: inhibitors of Botulinum neurotoxin A light chain protease | multiplex microsphere protease substrate cleavage, flow cytometry | hit rate 0.17% among 360,000 | inhibition, % at 10 µM; note: plate controls were buffer without enzyme for full effect and enzyme alone for no effect
# FBA Mtb inh: Mtb fructose-bisphosphate aldolase inhibition; inhibition, % at 1 µM; hit rate 2.3% among 360,000; P9WQA3; purified M. tuberculosis FBA, fluorescence read-out; in the data active = inhibition above about 27%;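 note: 0% = vehicle and 100% = reference inhibitor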
# Target sequence (P9WQA3 whole entry, looked up): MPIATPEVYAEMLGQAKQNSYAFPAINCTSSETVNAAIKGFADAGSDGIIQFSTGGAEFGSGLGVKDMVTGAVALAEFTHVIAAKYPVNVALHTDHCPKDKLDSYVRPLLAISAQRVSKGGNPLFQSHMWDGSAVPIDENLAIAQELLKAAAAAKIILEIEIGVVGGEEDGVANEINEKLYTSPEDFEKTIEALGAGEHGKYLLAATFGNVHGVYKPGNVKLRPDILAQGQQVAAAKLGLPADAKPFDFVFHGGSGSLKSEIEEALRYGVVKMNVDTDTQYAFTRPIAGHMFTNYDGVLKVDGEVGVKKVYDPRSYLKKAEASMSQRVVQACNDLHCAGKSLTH
# BioA inh: inhibitors of Mycobacterium tuberculosis BioA enzyme. purified M. tuberculosis BioA enzyme, plate reader. inhibition, % at 9.99 µM. hit rate 0.096% among 360,000. AID 602481; in the data active = inhibition above about 40%; inconclusive = no clear call, values can overlap the other calls
# Mtb UGM inh: Mtb UDP-galactopyranose mutase inhibition | P9WIQ1 | purified UGM, fluorescence polarization probe displacement | inhibition, % at 10 µM | hit rate 0.06% among 320,000 | AID 504406; in the data active = inhibition above about 10%, passing the limit was not always enough; inconclusive = no clear call, values can overlap the other calls
# Target sequence (P9WIQ1 whole entry, looked up): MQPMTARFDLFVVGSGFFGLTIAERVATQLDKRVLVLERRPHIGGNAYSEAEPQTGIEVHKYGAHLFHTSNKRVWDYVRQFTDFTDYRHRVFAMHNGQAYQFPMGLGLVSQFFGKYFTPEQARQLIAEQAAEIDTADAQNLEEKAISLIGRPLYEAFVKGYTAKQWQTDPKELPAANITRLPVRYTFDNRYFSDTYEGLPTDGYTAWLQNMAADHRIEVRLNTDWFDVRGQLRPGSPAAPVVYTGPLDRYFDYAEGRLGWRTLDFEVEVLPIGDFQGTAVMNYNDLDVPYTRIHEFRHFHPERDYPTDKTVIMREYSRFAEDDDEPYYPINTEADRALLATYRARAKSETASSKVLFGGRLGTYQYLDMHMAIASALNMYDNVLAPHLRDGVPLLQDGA
# GDH-TPI inh: counter-screen for M. tuberculosis FBA inhibitors: GDH-TPI coupled enzymes | AID 588335 | inhibition, % at 4.8 µM | hit rate 1.2% among 360,000 | GDH-TPI coupled enzyme counterscreen, NADH absorbance; in the data active = inhibition above about 30%;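 note: 0% = DMSO wells and 100% = wells lacking the enzyme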
# PfHsp40 rescue: rescue of PfHsp40-mediated yeast toxicity. S. cerevisiae expressing PfHsp40, growth rescue, ATP luminescence. growth rescue, % at 12.5 µM. hit rate 0.68% among 340,000. AID 504582; in the data active = growth rescue above about 28%, passing the limit was not always enough; inconclusive = no clear call, values can overlap the other calls;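 note: yeast W303a lacking pdr1 and pdr3 grown in galactose medium; growth measured after three days at 30 °C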
# Anthrax LF inh2: inhibitors of Bacillus anthracis lethal factor protease | P15917 | multiplex microsphere protease cleavage assay, LF | inhibition, % at 10 µM | hit rate 0.12% among 360,000; note: plate controls were buffer without enzyme for full effect and enzyme alone for no effect
# FadD28 binding: inhibitors of Mycobacterium tuberculosis FadD28 bisubstrate binding; FadD28 bisubstrate probe binding, fluorescence polarization; inhibition, % at 12.5 µM; hit rate 0.22% among 360,000; in the data active = inhibition above about 8.5%, passing the limit was not always enough; inconclusive = no clear call, values can overlap the other calls
# * = called active by the depositor; ? = inconclusive; / = not tested or not shown. Cut-off read from the data, not from the text of the source, unless noted: active = inhibition above about 30%; inconclusive = no clear call, values can overlap the other calls; inactive = below that.
# Results follow in this order: PfHsp40 rescue	FadD28 binding	GDH-TPI inh	FBA Mtb inh	BoNT F protease	Anthrax LF inh2	BoNT A protease	Mtb UGM inh	BioA inh
> Cc1ccc(C(=O)/C=C/c2c(C)nn(-c3ccccc3)c2Cl)cc1
→ 16	-4.4	29	-2	-11	-2	-1.0	/	-0.1
> COC(=O)c1cc(C(=O)OC)n(Cc2ccc(F)cc2)c1C
→ -0.7	-1.6	-2	-3	-3	2	0.2	-0.3	1.7
> CCC1(CCCC(=O)c2ccc(F)cc2)C(=O)NC(=S)NC1=O
→ ?	-0.7	-7	2	-3	0	0.1	0.4	0.7
> COC(=O)Cn1c(=NC(=O)c2ccc(Cl)s2)sc2cc(F)ccc21
→ 2.5	-2.6	10	2	-1	0	-0.4	2.7	/
> CC(=O)Nc1ccc(-c2ccnc3c2CC(C)(C(=O)NCC2CCOCC2)O3)cc1 (stereo unspecified)
→ /	-0.9	6	12	1	0	-0.3	/	0.6
> CCc1nccc2c1[nH]c1ccccc12
→ -0.1	-4.1	8	81*	-5	2	0.2	6.0	0.1
> O=C(CCl)NCCNC(=O)c1cc(OCC(F)(F)F)ccc1OCC(F)(F)F
→ -0.7	-3.1	-6	-2	-10	5	-0.3	0.2	/
> CCCCn1c(N)c(N(CC(C)C)C(=O)CC(NC(=O)c2ccccc2)c2ccccc2)c(=O)[nH]c1=O (stereo unspecified)
→ 2.3	-0.2	3	3	-8	0	0.7	-3.8	/
> CN(C)c1ccc(-c2csc(C(C)(O)c3ccc(F)c(F)c3)n2)cc1 (stereo unspecified)
→ /	-1.0	7	-4	-3	0	0.2	/	7.7
> Cc1ccc(CN(C)CC(=O)Nc2ccccc2C(=O)NC2CC2)o1
→ 0.1	-0.3	3	1	9	-2	1.8	2.3	-0.5

# Reformatted bar-delimited: entries from further up.
canonical_smiles | PfHsp40 rescue | FadD28 binding | GDH-TPI inh | FBA Mtb inh | BoNT F protease | Anthrax LF inh2 | BoNT A protease | Mtb UGM inh | BioA inh
Cc1ccc(C(=O)/C=C/c2c(C)nn(-c3ccccc3)c2Cl)cc1 | 16 | -4.4 | 29 | -2 | -11 | -2 | -1.0 | / | -0.1
COC(=O)c1cc(C(=O)OC)n(Cc2ccc(F)cc2)c1C | -0.7 | -1.6 | -2 | -3 | -3 | 2 | 0.2 | -0.3 | 1.7

# Carrying on:
# Results follow in this order: PfHsp40 rescue	FadD28 binding	GDH-TPI inh	FBA Mtb inh	BoNT F protease	Anthrax LF inh2	BoNT A protease	Mtb UGM inh	BioA inh
> CCCCCCC(=O)O
→ -0.9	-2.3	6	1	-2	-3	-0.4	/	-0.8
> CC(C)CNC(=O)C(=O)NCC1CCCN1S(=O)(=O)c1cccs1 (stereo unspecified)
→ -1.5	-2.6	-5	1	-3	2	2.4	-1.8	-0.8
> COc1ccc(C2C(C(=O)c3ccco3)=C(O)C(=O)N2CCCn2ccnc2)c(OC)c1 (stereo unspecified)
→ -0.5	-0.1	7	4	-4	2	-0.8	1.3	-0.6
> C=CCn1cnc2scc(-c3ccccc3)c2c1=O
→ -1.5	0.1	-1	0	0	6	-0.2	1.5	/
> CSc1ccccc1NC(=O)CN1CCN(S(=O)(=O)c2ccccc2[N+](=O)[O-])CC1
→ -0.2	-7.5	-10	-2	-4	-10	-1.3	-1.8	-1.3
> CCN(CC)S(=O)(=O)c1ccc(N=Cc2c(O)n(-c3ccccc3)c(=O)[nH]c2=O)cc1
→ -1.1	0.6	17	-1	-3	-2	-0.9	1.9	-2.7
> O=c1[nH]c2ccccc2s1
→ 0.1	-3.1	-1	3	1	-7	0.6	2.9	-0.7
> Cc1cc(S(=O)(=O)N2CCCCC2CCNC(=O)C(=O)NC2CC2)ccc1F (stereo unspecified)
→ 1.1	-2.7	-1	1	5	-2	-0.9	-1.3	-1.2
> N#CC1=C(N)N2C(=C(C#N)C1c1cccc(Br)c1)Nc1ccccc12 (stereo unspecified)
→ 0.4	-2.5	-5	11	-3	1	-0.2	-1.0	/
> COc1ccc(C2c3c(oc4ccccc4c3=O)C(=O)N2CC2CCCO2)cc1 (stereo unspecified)
→ -2.4	0.7	4	-1	1	0	0.9	1.1	/
> COc1ccccc1N(CC(=O)NCc1ccco1)C(=O)CCC(=O)Nc1ccccn1
→ 0.7	-1.0	-3	-4	2	-2	-2.6	0.6	-2.7
> Cc1ccc(OCCn2c(=O)n(C)c3ccccc32)cc1
→ -1.7	0.4	-4	-2	-5	-1	-0.3	-0.3	/
> CCOc1cc(C)ccc1OCc1nnc(SCC(=O)Nc2cccc(C(=O)O)c2)n1-c1ccccc1
→ 0.8	-4.8	6	2	4	0	0.7	2.2	0.1
> Cc1ccc2c(c1)C(=O)C(=O)N2Cc1ccccc1
→ 0.4	-5.9	-11	1	8	-4	0.1	1.2	-1.5
> Nc1nc(N)c(N=Nc2ccc(Cl)cc2)c(=O)[nH]1
→ 0.3	-2.7	17	-6	-3	-2	0.2	-0.3	-1.1
> COc1ccc(NC(=O)c2ccc(-c3ccc(C(C)=O)cc3)o2)cn1
→ 1.1	-2.3	32*	19	-5	-7	-0.3	3.4	4.4
> O=C1c2ccccc2NC(c2ccccc2F)N1NS(=O)(=O)c1ccccc1 (stereo unspecified)
→ -1.7	0.9	3	13	9	-2	1.3	-2.3	1.9
> Cc1ccc(NC(=O)COC(=O)c2ccc(Cl)cc2)cc1S(=O)(=O)N(C)C
→ 1.8	-1.9	-11	0	0	-3	-0.6	0.7	/
> CCc1nnc(NS(=O)(=O)c2ccc(NC(=O)CCC(=O)O)cc2)s1
→ 0.4	-1.9	-2	1	15	-2	0.1	3.1	-0.5
> Cc1cc(C)cc(NC(=O)COc2coc(CN3CCN(c4ccccc4)CC3)cc2=O)c1
→ 1.3	-1.1	1	1	-105	-14	-55	-0.5	-0.5
> CCc1cc2c(Nc3ccccc3O)nc(C)nc2s1
→ -1.6	-2.0	-2	-3	?	-2	-0.6	1.2	-1.1
> O=C1/C(=C/c2ccc3c(c2)OCO3)SC(=S)N1CCC(=O)N(CCO)c1ccccc1
→ /	2.4	12	-7	3	4	2.7	/	-3.0
> COc1c2n(C)ccc3c-2n(c(=O)c1=O)c1ccccc31
→ -0.2	-1.9	2	6	-4	1	0.5	5.7	-0.3
> Cc1ccc(OCc2cc(C(=O)NCC(C)c3ccccc3)no2)cc1C (stereo unspecified)
→ -1.1	-0.2	13	1	4	4	1.2	0.7	-1.2
> O=C(N/N=C/c1ccc2c(c1)OCO2)c1cc2ccccc2o1
→ -1.6	-0.9	6	0	0	2	0.4	-0.5	/
> COc1ccc(-n2c(CN3CCOCC3)nc3ccc([N+](=O)[O-])cc3c2=O)c(OC)c1
→ -1.0	-0.5	4	-5	-2	-2	1.4	2.5	0.0
> Cn1c(NCCc2ccncc2)nc2cc(-c3cccc(Cl)c3)sc2c1=O
→ /	-3.5	-4	0	3	-2	-0.2	/	0.1
> COc1cccc(C(=O)N2CCCc3ccccc32)c1
→ 0.2	-1.7	10	-3	-11	-2	-3.3	-0.1	0.8
> Cc1ccc(C)c(S(=O)(=O)N2CCCOC2CNC(=O)C(=O)NCCCn2ccnc2)c1 (stereo unspecified)
→ 1.3	-0.2	5	2	-4	0	-0.2	0.5	/
> CC(=O)C1=C(C)NC(C)=C(C(C)=O)C1c1cccs1
→ -0.1	-3.7	3	-3	?	5	1.4	-1.7	0.3

# Sorted by molar mass (rising): eleven of the compounds above.
# Results follow in this order: PfHsp40 rescue	FadD28 binding	GDH-TPI inh	FBA Mtb inh	BoNT F protease	Anthrax LF inh2	BoNT A protease	Mtb UGM inh	BioA inh
> COc1cccc(C(=O)N2CCCc3ccccc32)c1
→ 0.2	-1.7	10	-3	-11	-2	-3.3	-0.1	0.8
> CC(=O)C1=C(C)NC(C)=C(C(C)=O)C1c1cccs1
→ -0.1	-3.7	3	-3	?	5	1.4	-1.7	0.3
> COc1c2n(C)ccc3c-2n(c(=O)c1=O)c1ccccc31
→ -0.2	-1.9	2	6	-4	1	0.5	5.7	-0.3
> O=C(N/N=C/c1ccc2c(c1)OCO2)c1cc2ccccc2o1
→ -1.6	-0.9	6	0	0	2	0.4	-0.5	/
> Cc1ccc(OCc2cc(C(=O)NCC(C)c3ccccc3)no2)cc1C (stereo unspecified)
→ -1.1	-0.2	13	1	4	4	1.2	0.7	-1.2
> CCc1nnc(NS(=O)(=O)c2ccc(NC(=O)CCC(=O)O)cc2)s1
→ 0.4	-1.9	-2	1	15	-2	0.1	3.1	-0.5
> O=C1c2ccccc2NC(c2ccccc2F)N1NS(=O)(=O)c1ccccc1 (stereo unspecified)
→ -1.7	0.9	3	13	9	-2	1.3	-2.3	1.9
> Cc1ccc(NC(=O)COC(=O)c2ccc(Cl)cc2)cc1S(=O)(=O)N(C)C
→ 1.8	-1.9	-11	0	0	-3	-0.6	0.7	/
> COc1ccc(-n2c(CN3CCOCC3)nc3ccc([N+](=O)[O-])cc3c2=O)c(OC)c1
→ -1.0	-0.5	4	-5	-2	-2	1.4	2.5	0.0
> Cc1cc(C)cc(NC(=O)COc2coc(CN3CCN(c4ccccc4)CC3)cc2=O)c1
→ 1.3	-1.1	1	1	-105	-14	-55	-0.5	-0.5
> O=C1/C(=C/c2ccc3c(c2)OCO3)SC(=S)N1CCC(=O)N(CCO)c1ccccc1
→ /	2.4	12	-7	3	4	2.7	/	-3.0

# Later entries
# Results follow in this order: PfHsp40 rescue	FadD28 binding	GDH-TPI inh	FBA Mtb inh	BoNT F protease	Anthrax LF inh2	BoNT A protease	Mtb UGM inh	BioA inh
> CC(=O)c1ccc(OCCCC(=O)Nc2cccc(S(=O)(=O)N3CCOCC3)c2)cc1
→ -0.3	1.2	5	2	0	-5	-0.1	-2.2	2.3
> CCc1cc(C(=O)N2CCCC(CNC(=O)c3ccc(-c4ccccc4)cc3)C2)no1 (stereo unspecified)
→ 0.4	-2.7	2	-4	-2	-2	0.4	0.5	/
> CCOCCc1nnc(NC(=O)c2cc(OC)c(OC)cc2[N+](=O)[O-])s1
→ -0.2	-3.9	8	2	0	-1	-0.3	0.2	/
> COc1ccccc1/C=C(/NC(=O)c1ccccc1)C(=O)NCCCn1ccnc1
→ -0.9	-0.4	7	0	2	-2	-1.4	-2.8	-2.5
> O=C(Nc1ccc(CN2CCCCC2)cc1)c1c(F)c(F)c(F)c(F)c1F
→ -1.4	0.3	-1	2	-2	-4	-0.5	2.3	1.7
> CC(=O)Oc1ccccc1C1OC(=O)c2ccccc2N1C(C)=O (stereo unspecified)
→ -0.3	-0.8	7	6	-10	2	-1.1	-0.2	-0.6
> COc1ccc(-c2n[nH]c(=S)n2-c2ccc3c(c2)OCCO3)cc1OC
→ 3.2	-1.3	-5	7	-6	0	-1.2	0.2	/
> CCCCP(=O)(c1ccccn1)c1ccccn1
→ 0.5	-2.1	9	0	-4	0	0.4	/	-2.0
> C#CCNC(=O)C1=C[C@@H](c2ccc3c(c2)OCO3)C[C@@H](OCc2ccc(CO)cc2)O1
→ -1.2	-8.9	13	-1	3	-12	0.5	4.5	0.0
> CCCOc1ccc(NC(=O)CC2C(=O)N(Cc3ccccc3)C(=S)N2Cc2cccs2)cc1 (stereo unspecified)
→ 0.4	-0.2	0	-3	-1	1	0.2	/	/

# Bioassay records deposited in PubChem BioAssay by several laboratories.

# Random draw from the library; 4.7% or so of the library scored in one or more.
